UBC13 inh = UBC13 polyubiquitin chain formation inhibitors, primary screen, biochemical, TR-FRET, uHTS; AID 485273, 2010; inhibition, % at 20 µM; Ubiquitin-conjugating enzyme E2 N (Homo sapiens), P61088; 0.47% of 330,000 active; in the data active = inhibition above about 45%, passing the limit was not always enough
Target sequence (P61088 whole entry, looked up): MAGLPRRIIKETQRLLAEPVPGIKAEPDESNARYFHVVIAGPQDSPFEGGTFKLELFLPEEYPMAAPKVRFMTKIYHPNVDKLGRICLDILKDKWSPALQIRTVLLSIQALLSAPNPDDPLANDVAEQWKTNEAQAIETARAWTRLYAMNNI
Gli-Sufu antag = Gli-Sufu pathway antagonists, primary screen, luciferase luminescence, Sufu-KO-LIGHT cells, uHTS; Sufu-KO-LIGHT fibroblasts, Gli luciferase reporter luminescence; 0.74% of 340,000 active; inhibition, % at 5 µM;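 active = inhibition above about 55%, limit read from the data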;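 note: 0% = DMSO-treated cells and 100% = wells with medium but no cells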
APJ antagonist = antagonists of human apelin receptor APJ, primary screen, CHO-K1 cells, beta-arrestin complementation, luminescence | inhibition, % at 20 µM | 0.32% of 330,000 active;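 active = inhibition above about 40% at 20 µM, limit read from the data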;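 note: cells challenged with 10 nM apelin-13 agonist together with compound; plate controls were apelin-13 plus DMSO wells for no effect and DMSO wells lacking apelin-13 for full effect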
EBI2 block = EBI2 receptor antagonists, beta-arrestin recruitment, primary screen, cell-based, luminescence, 7a,25-OHC stimulation, uHTS; 0.81% of 360,000 active; inhibition, % at 5 µM; G-protein coupled receptor 183 (Homo sapiens), P32249; AID 651636, 2012; 7a,25-OHC stimulated; in the data active = inhibition above about 38%;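 note: enzyme fragment complementation signal reports receptor beta-arrestin coupling in cells; 0% = agonist plus DMSO wells and 100% = wells without agonist; some results beyond the cut were filed as inactive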
Target sequence (P32249 whole entry, looked up, the tested form may be a part): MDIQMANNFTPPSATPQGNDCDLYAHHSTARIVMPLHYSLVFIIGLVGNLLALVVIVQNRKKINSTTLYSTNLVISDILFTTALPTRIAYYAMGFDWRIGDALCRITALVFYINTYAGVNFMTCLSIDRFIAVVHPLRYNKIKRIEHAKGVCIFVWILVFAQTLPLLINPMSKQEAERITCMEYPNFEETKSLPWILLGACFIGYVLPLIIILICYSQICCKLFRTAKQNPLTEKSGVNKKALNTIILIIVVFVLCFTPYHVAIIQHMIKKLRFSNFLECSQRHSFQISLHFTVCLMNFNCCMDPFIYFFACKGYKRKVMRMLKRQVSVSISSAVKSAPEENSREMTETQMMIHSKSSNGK
CXCR6 inh = CXCR6 receptor inhibitors, primary screen, cell-based, beta-arrestin, luminescence, CHO-K1 PathHunter, 1536-well; inhibition, % at 20 µM; 0.36% of 360,000 active; AID 602244, 2012; in the data active = inhibition above about 34%, passing the limit was not always enough;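 note: antagonist mode with CXCL16 agonist at 10 nM final; 0% = 10 nM CXCL16 with DMSO and 100% = unstimulated wells without agonist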
Target sequence (O00574 whole entry, looked up): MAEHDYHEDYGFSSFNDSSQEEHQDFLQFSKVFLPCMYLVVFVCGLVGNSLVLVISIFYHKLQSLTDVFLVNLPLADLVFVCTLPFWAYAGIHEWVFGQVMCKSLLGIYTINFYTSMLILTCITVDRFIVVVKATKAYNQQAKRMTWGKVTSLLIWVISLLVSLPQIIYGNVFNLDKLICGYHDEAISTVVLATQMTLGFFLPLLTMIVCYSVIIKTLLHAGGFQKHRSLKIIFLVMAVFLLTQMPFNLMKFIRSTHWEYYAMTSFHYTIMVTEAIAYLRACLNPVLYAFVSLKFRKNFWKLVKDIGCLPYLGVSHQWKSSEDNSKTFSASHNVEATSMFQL
APJ ag = agonists of human apelin receptor APJ, primary screen, CHO-K1 cells, PathHunter beta-arrestin, luminescence; P35414; 0% DMSO wells, 100% apelin; activation, % at 20 µM; 0.11% of 330,000 active;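 active = activation more than six SD over the plate average, tested at 20 µM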;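 note: 0% = DMSO alone and 100% = apelin-13 at 10 nM; some results filed as inactive read as strong as hits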
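Material: engineered CHO-K1 APJ arrestin reporter cells; amount: 1000 CHO-K1 reporter cells seeded per well; incubation: compound stimulation 90 min at 25 °C, detection 60 min; signal: luminescent beta-gal fragment complementation, chemiluminescent substrate; read-out basis: APJ agonist activity; controls: DMSO-only wells as negative, 10 nM Apelin-13 as positive control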
CCR6 antag = CCR6 receptor antagonists, primary screen, cell-based, CHO-K1, luminescence, beta-arrestin, uHTS. C-C chemokine receptor type 6 (Homo sapiens), P51684. CHO-K1 CCR6 PathHunter beta-arrestin, CCL20-stimulated. inhibition, % at 20 µM. 0.49% of 340,000 active. AID 493098, 2011;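 active = compounds whose inhibition of the agonist-driven luminescence signal at 20 µM reaches about 50%, limit read from the data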;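 note: cells stimulated with CCL20 at 14 nM final; plate controls were DMSO with CCL20 for no effect and DMSO without agonist for full effect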
ATG4B inhibitor = ATG4B protease inhibitors, primary screen, biochemical, fluorescence, uHTS. 0.51% of 340,000 active. ATG4B cleavage of LC3-PLA2, NBD-HPC fluorescence, 1 h. inhibition, % at 8.33 µM. Cysteine protease ATG4B (Homo sapiens), Q9Y4P1; in the data active = inhibition above about 40%
Active calls of the source: *; · = not tested or not shown.

compound	CCR6 antag	APJ antagonist	ATG4B inhibitor	EBI2 block	CXCR6 inh	APJ ag	Gli-Sufu antag	UBC13 inh
C=CCC[C@H](Cc1ccc(F)cc1)C(=O)OC[C@@H](C)NC(=O)[C@H](CC=C)CC(=O)NCCO	4	8	2	8	-5	-2	2	-5
Cc1cccc(C(=O)n2c(=S)nc3cc(C)ccn32)c1	10	5	-7	13	-2	-2	-85	2
O=C(NCCCN1CCOCC1)c1ccc2c(c1)N(Cc1ccc(Cl)cc1)C(=O)c1ccccc1S2=O (stereo not drawn)	9	-7	-4	11	7	-3	-24	4
CN(C)c1ccc(NC(=O)c2sc(SCC(=O)Nc3nccs3)nc2N)cc1	3	-9	-12	52*	-6	6	-3	3
c1csc(-c2ccnc3ncnn23)c1	10	8	-14	-10	0	0	-11	5
COCC(=O)N(Cc1cc2cc(C)ccc2[nH]c1=O)c1ccccc1	14	7	1	-10	1	-1	-22	2
Cc1ccc(S(=O)(=O)NCc2ccncc2)cc1C(=O)NCC(C)C	0	6	7	-6	-1	3	18	3
COc1ccc(C(=O)Nc2ccccc2N2CCCCC2)cc1[N+](=O)[O-]	27	39	13	18	10	-5	6	-7
COC(=O)Nc1csc2c1NC(=O)CCCC2	-11	20	6	-9	-3	-4	-4	5
CCn1cc(/C=C(\NC(=O)c2ccc(OC)c(OC)c2)C(=O)N2CCOCC2)c2ccccc21	0	18	-7	-2	6	-1	-17	-5
CCCCn1c(N)c(N(CCC(C)C)C(=O)c2[nH]c(C)c(C(=O)OCC)c2C)c(=O)[nH]c1=O	11	15	2	-3	-7	0	-3	-4
O=S(=O)(c1ccc(N=C2NN=C(c3cc(F)ccc3F)CS2)cc1)N1CCOCC1	-11	-27	-8	6	-7	0	51	15
Cc1nnc(NC(=O)c2ccc(S(=O)(=O)N(C)Cc3ccccc3)cc2)o1	10	2	-1	2	-6	-3	-6	-18
O=C1CCCN1CN(C(=O)c1ccc2c(c1)OCO2)c1cccc(Cl)c1	-4	15	-11	-3	-1	-2	-1	2
O=C(/C=C/c1ccco1)NC(=S)Nc1cccc([N+](=O)[O-])c1	35	19	14	5	20	1	5	-9
CO/N=C/NC(=O)c1c(OC)ccnc1Oc1ccccc1	5	5	2	-4	-1	-4	-5	8
Cc1ccc(N2C(=O)CC3(CCCC3)CC2=O)cc1	-11	8	1	11	0	-7	-10	4
COc1cccc(C(C(=O)NCC2CCCO2)N(C(=O)Cn2nnc3ccccc32)c2ccc(NC(C)=O)cc2)c1OC (stereo not drawn)	6	8	-3	-6	-8	-3	-17	-1
c1ccc(Cn2c(CN3CCCC3)nc3ccccc32)cc1	20	0	-7	8	-1	-2	10	-4
CCN(CC)S(=O)(=O)c1ccc2[nH]c(=O)cc(C(=O)NCc3ccccc3)c2c1	-3	1	3	-11	-10	-2	22	3
COc1ccccc1NC(=O)NCCc1ccccc1	4	-24	-3	-7	-3	5	-8	5
O=c1cc(N2CCCCC2)c(-c2ccccc2)nn1Cc1cccc(Cl)c1	24	-12	16	11	10	2	6	-8
CC(OC(=O)c1cccc(-n2cnnn2)c1)C(=O)NC1(C#N)CCCCC1 (stereo not drawn)	6	3	-27	-8	-2	-1	-4	8
Cc1ccc(C2C(C#N)=C(N)Oc3cc4c(cc32)OCO4)cc1 (stereo not drawn)	11	10	2	17	5	-18	-25	15

Compound profiles (already shown). Values in the order: CCR6 antag, APJ antagonist, ATG4B inhibitor, EBI2 block, CXCR6 inh, APJ ag, Gli-Sufu antag, UBC13 inh
`COc1cccc(C(C(=O)NCC2CCCO2)N(C(=O)Cn2nnc3ccccc32)c2ccc(NC(C)=O)cc2)c1OC` (stereo not drawn) in the list: 6, 8, -3, -6, -8, -3, -17, -1
`COc1ccccc1NC(=O)NCCc1ccccc1` in the list: 4, -24, -3, -7, -3, 5, -8, 5
`CO/N=C/NC(=O)c1c(OC)ccnc1Oc1ccccc1` in the list: 5, 5, 2, -4, -1, -4, -5, 8

Going on with the list:
compound	CCR6 antag	APJ antagonist	ATG4B inhibitor	EBI2 block	CXCR6 inh	APJ ag	Gli-Sufu antag	UBC13 inh
COc1ccc(C2Nc3ccccc3C(=O)N2Cc2ccco2)cc1COc1ccc([N+](=O)[O-])cc1 (stereo not drawn)	12	-23	6	13	12	-7	4	-15
O=[N+]([O-])c1ncn(Cc2ccccc2Cl)n1	-6	·	-4	-12	-12	·	0	·
CCCCC(CC(O)COCC(C)C)C(=O)NN (stereo not drawn)	-1	-6	1	-7	0	-4	15	13
COc1ccc(-n2c(Cc3cccn3C)nnc2SCC(=O)Nc2ccc(C)cc2)cc1	9	2	9	24	5	0	6	7
CN1C(=O)S/C(=C/c2cccnc2)C1=O	3	0	2	-10	-2	1	2	-8
O=C1NC2(CCCC2)N=C1c1ccc(Cl)cc1	-9	15	2	1	6	-5	-2	7
O=C(NCc1ccc(F)cc1)C(=O)NCC1OCCN1C(=O)c1cccs1 (stereo not drawn)	-11	4	-5	0	0	-2	2	5
COc1nc(-c2ccc3c(c2)OCO3)n(-c2ccc(NC(=O)CSc3ccccc3)cc2)n1	15	3	-10	18	4	-4	-7	7
Cc1ccc(NC(=O)C(C)N2C(=O)c3ccccc3C2=O)cc1 (stereo not drawn)	13	-7	-9	4	4	-5	-21	-2
CC(C)(C)OC(=O)N1Cc2ccccc2C[C@H]1C(=O)NCC(=O)Nc1ccc2c(c1)OCCO2	-2	-5	-8	-6	-3	3	34	-5
CCOC(=O)c1cnc(-n2nc(C)cc2C)nc1NCCO	-6	-2	-8	1	8	-2	-24	-7
CCC(C)(NC(=O)c1cccc(N2C(=O)CSC2c2ccccc2)c1)C(=O)Nc1ccccc1C (stereo not drawn)	8	5	-7	-1	3	4	-4	3
Cc1cccc(N2CC(C(=O)Nc3ccccc3N3CCOCC3)CC2=O)c1C (stereo not drawn)	3	4	-15	9	-1	-2	7	-9
CCN(CC(=O)Nc1ccc(NC(C)=O)cc1)C(=O)c1ccc2c(c1)OCO2	-1	14	-3	-5	-2	-1	-7	-2
COC(=O)c1ccc(CNC(=O)Cn2cnc3c(SC)nc(N)nc32)cc1	-3	-6	·	-7	-11	-1	-17	-5
COc1ccccc1NC(=O)C12CC3CC(C1)CC(c1ccc(C)cc1)(C3)C2	14	4	-3	5	3	-4	-5	-5
CC(C)[C@H](NC(=O)Nc1ccc(S(N)(=O)=O)cc1)C(=O)O	-13	4	-4	5	-9	-5	2	-3
COc1ccc(-c2cc(C(F)(F)F)c(C#N)c(=O)[nH]2)cc1	-9	-5	-3	1	-10	0	-2	22
N#Cc1c(N)n(-c2ccc(C(=O)O)cc2)c2nc3ccccc3nc12	2	-6	-2	-5	-12	1	1	4
Cc1noc(C)c1C(=O)Nc1ccc(N(C)C)cc1	-3	-32	8	-8	-13	1	5	7
NC(=O)CSc1nc2ccccc2c(=O)n1-c1ccccc1	4	11	-4	-12	1	-2	-18	7
COc1ccc(NC(=O)N[C@@H](Cc2ccccc2)C(=O)NN)cc1	-5	1	15	3	-11	-3	10	0
CCC(=O)c1ccc(OCC(=O)OC(C)C(=O)NCc2ccc3c(c2)OCO3)cc1 (stereo not drawn)	-11	-19	6	1	7	2	-13	-4
CC1CN(CC(O)COc2ccccc2C(C)(C)C)CC(C)O1 (stereo not drawn)	11	5	-8	-7	-4	-3	4	-6
C=CCOC1COC2C(OCC=C)COC12 (stereo not drawn)	-4	·	4	3	5	·	-3	·
CCC1Oc2ccc(C)cc2N(CC(=O)NC2CCCCC2)C1=O (stereo not drawn)	20	2	-2	-8	-1	0	-5	0
NC(=NCCc1c[nH]c2ccccc12)NS(=O)(=O)c1ccc(F)cc1	6	-3	-1	-8	4	2	13	-5
Cc1ccc(S(=O)(=O)NCc2ccc(C(=O)NCCc3ccc(S(N)(=O)=O)cc3)cc2)cc1	12	5	16	1	-3	-3	-1	-9
COc1cc(Cc2nccc3cc(OC)c(OC)cc23)c(S(=O)(=O)O)cc1OC	2	-10	-4	4	5	-3	16	1
O=C(COC(=O)C1(c2ccc(F)cc2)CCCC1)N1CCN(C(=O)c2ccco2)CC1	-11	0	-4	1	6	-4	9	0
CCOc1ccc(OCc2ccc(C(=O)N(CC)CC)cc2)cc1	-4	15	-12	1	-4	-2	-4	2
COc1ccccc1NS(=O)(=O)c1cc(C(=O)NC2CC(C)(C)NC(C)(C)C2)ccc1Cl	6	·	5	-7	0	·	-6	·
COc1ccc(NC(=O)Nc2nnc(N3CCCCC3C)s2)cc1OC (stereo not drawn)	3	-2	8	-7	-9	-5	3	-1
Cc1ccccc1Nc1c(-c2ccccc2)nc2ncccn12	4	4	-1	1	-6	0	18	1
O=c1cc(CSc2ccccc2)[nH]c(=S)[nH]1	11	3	-10	-9	2	-4	-2	-22
O=S(=O)(Nc1nc2ccccc2nc1N1CCc2ccccc2C1)c1ccc(Br)cc1	2	·	26	-6	-15	·	-64	·
COc1ccc(S(=O)(=O)NC(C)C(=O)Nc2ccccc2C(F)(F)F)cc1 (stereo not drawn)	-6	10	-11	12	2	-3	0	11
COC(=O)c1[nH]c2ccc(C)cc2c1NC(=O)CN1CCN(C(=O)c2ccccc2)CC1	-1	16	-5	5	-2	4	7	5
O=C(CNC(=O)C(c1ccccc1)c1ccccc1)OCC(=O)c1cccs1	-1	1	3	0	-4	2	1	-5
Cc1cnc(NC(=O)c2cccc(S(=O)(=O)N3CC(C)OC(C)C3)c2)s1 (stereo not drawn)	7	4	-10	-1	-4	-4	12	6
COc1cccc(N(CC(=O)NCCSc2ccccn2)S(=O)(=O)c2ccccc2)c1	24	8	-11	7	0	0	1	9
COc1ccc(CCN(C)C(=O)CNC(=O)Cc2cccc3ccccc23)cc1OC	14	-7	-4	-8	-4	8	1	-13
